# Compound activity from PubChem BioAssay.
# SRC3 TRFRET art = counter-screen for PPARgamma SRC-3 recruitment agonists: TR-FRET artefact; TR-FRET ratio at 8 µM; AID 1048; PPARgamma/SRC-3 format; hits give high values; 99,000 compounds, 0.39% hits; in the data active = TR-FRET ratio above about 2000; also: inactives centre near 1600; reference of the scale not given here
# SRC1 TRFRET art = flags TR-FRET format artefacts in PPARgamma SRC-1 recruitment agonist screen; TR-FRET detection artefact counter-screen, emission ratio; hits give high values; TR-FRET ratio at 8 µM; 99,000 compounds, 0.34% hits; in the data active = TR-FRET ratio above about 2300; also: inactives centre near 1800; reference of the scale not given here
# * = called active by the depositor. Some of the compounds tested (hit frequency here may not be typical).
# Sample of the layout, two compounds:
SMILES,SRC3 TRFRET art,SRC1 TRFRET art
C#CCOCCOCCOCCNc1nc(N2CCN(C(=O)[C@H](CCC(=O)O)n3cc(C(N)[C@H](C)CC)nn3)CC2)nc(N2CCN(C(=O)[C@H](CCC(=O)O)n3cc(C(N)[C@H](C)CC)nn3)CC2)n1 (stereo partly specified),1525,1615
CCC(Oc1cc(Cl)ccc1Cl)C(=O)NNC(=O)CCC(=O)O (stereo unspecified),1357,1745

# The list itself, repeating the preview:
SMILES,SRC3 TRFRET art,SRC1 TRFRET art
C#CCOCCOCCOCCNc1nc(N2CCN(C(=O)[C@H](CCC(=O)O)n3cc(C(N)[C@H](C)CC)nn3)CC2)nc(N2CCN(C(=O)[C@H](CCC(=O)O)n3cc(C(N)[C@H](C)CC)nn3)CC2)n1 (stereo partly specified),1525,1615
CCC(Oc1cc(Cl)ccc1Cl)C(=O)NNC(=O)CCC(=O)O (stereo unspecified),1357,1745
FC(F)(F)c1ccc2c(c1)[nH]c(=S)n2C1CC1,1459,1983
NC(=O)COc1ncnc2scc(-c3ccc(F)cc3)c12,1368,1635
CC(C)(C)n1ncc2c(=O)n(CC(=O)N3CCCCC3)cnc21,1468,1812
CCCSc1nnc(NC(=O)c2ccco2)s1,1771,2115
O=C(Oc1ccc(N(C(=O)c2ccncc2)S(=O)(=O)c2ccc(Cl)cc2)cc1)c1ccncc1,1522,1729
Cc1ccc(C(=O)c2cnc3cc4c(cc3c2S(=O)(=O)c2ccccc2)OCCO4)cc1,2485*,2238
Cc1ccc(S(=O)(=O)c2cccc(S(=O)(=O)N3CCCC3)c2)cc1S(=O)(=O)N1CCCC1,1650,1923
COc1ccc(S(=O)(=O)NC(C)C(=O)Nc2ccccc2F)cc1 (stereo unspecified),1599,1775
O=C(Nc1ccc(NC(=O)c2cccs2)cc1)c1cccnc1,1705,1642
C[C@@H]1NC(=O)c2cc([N+](=O)[O-])cc(F)c2NCCC[C@@H](C(N)=O)NC(=O)[C@H](CC(N)=O)NC1=O,1779,1937
Cc1ccc(NC(=S)N(CCCN2CCOCC2)Cc2ccco2)cc1,1455,1591
CSc1cccc(NC(=S)N2CCC(N(C)C3CCCCC3)CC2)c1,1453,1742
Cc1ccc(-c2nc(SCC(=O)NCC3CCCO3)c(-c3ccccc3)[nH]2)cc1 (stereo unspecified),1510,1817
COc1ccccc1C1C(C(=O)c2sc(C)nc2C)=C(O)C(=O)N1CCN1CCOCC1 (stereo unspecified),1228,1781
Cc1cccc(NC(=S)N(CCCN(C)C)Cc2cc3cc4c(cc3[nH]c2=O)OCO4)c1,1623,1856
CC(=O)Nc1ccc(NC(=O)C(C)OC(=O)c2ccc(C)s2)cc1 (stereo unspecified),1622,1610
Cc1ccc(/C=C(\NC(=O)c2ccccc2)C(=O)NC(Cc2ccccc2)C(=O)O)cc1 (stereo unspecified),1548,1748
N#C/C(=C\c1ccncc1)C(N)=O,1771,1845
COc1ccc(NC(=O)CN2CCN(S(=O)(=O)c3ccc(C(C)C)cc3)CC2)cc1OC,1377,1768
CCC(C)NC(=O)Cn1c(=O)n(CCCCCC(=O)Nc2ccccc2)c(=O)c2sccc21 (stereo unspecified),1595,1763
c1ccc(Cn2ncc3c(N4CCCCC4)ncnc32)cc1,1819,2166
CCC(C)(C)C1CCC(=NNS(=O)(=O)c2ccc(C)c([N+](=O)[O-])c2)CC1 (stereo unspecified),1639,1988
O=C(c1ccc(COc2ccccc2Cl)o1)N1CCN(Cc2ccc3c(c2)OCO3)CC1,1481,1525
CCN(C(=O)CN1C=NS(=O)(=O)c2ccccc21)c1ccccc1,1572,1807
COc1ccc(O)c(/C=N/NC(=S)Nc2cccc(S(=O)(=O)N(C)C)c2)c1,1867,1925
Cc1c(Cl)c(C(F)(F)F)nn1CC(=O)NCc1ccco1,1600,1830
Cc1cccc(S(=O)(=O)c2c(N)n(-c3ccccc3)c3nc4ccccc4nc23)c1,1527,1910
Cc1nn(-c2ccccc2)c(Cl)c1C(=O)NCCN(C)C,1807,1991
CS(=O)(=O)c1ccc2nc(NC(=O)CN3C(=O)C4CC=CCC4C3=O)sc2c1 (stereo unspecified),1818,1954
O=C(Nc1ccc2c(c1)OCO2)C(c1ccccc1)N1CCN(C(=O)c2ccco2)CC1 (stereo unspecified),1662,1895
O=[N+]([O-])/C(C(=C(Cl)Cl)N1CCOCC1)=C1\NCCO1,1399,1574
Cc1cc(C)n(CC(O)COc2ccc3ccccc3c2)n1 (stereo unspecified),1589,2158
COC(=O)c1ccc(OCCn2cnc3ccccc3c2=O)cc1,1466,1962
CCO[C@H]1OC(C(=O)NCc2ccccc2)=C[C@@H](c2ccc3c(c2)OCO3)[C@@H]1CCCO,1568,1427
CC(=O)Nc1ccc(NC(=O)CCn2nnc3ccccc32)cc1,1420,1834
CC1CCc2sc(NC(=O)C3CC(Cl)=CCC3C(=O)O)c(C#N)c2C1 (stereo unspecified),1645,1877
O=C(Cc1cccc(C(F)(F)F)c1)NCC(c1ccco1)N1CCCCC1 (stereo unspecified),1647,1797
O=c1cccc2n1Cc1cc3ccccc3nc1-2,1619,1709
COC(=O)c1ccc(CSc2nc3c(c(=O)n2-c2ccccc2)SCC3)o1,1358,1836
COc1ccc(NCC(=O)N/N=C/c2c(C)nn(Cc3ccccc3)c2Cl)cc1,1521,1521
COc1ccc(NC(=O)CN2C(=O)C(c3ccccc3)=NC23CCCCCC3)cc1,1614,1787
O=C(c1ccc(-c2cc(Cl)ccc2Cl)o1)N1CCOCC1,1720,1764
N#CC1=C(N)Oc2cc(N)ccc2C1c1cccnc1 (stereo unspecified),1470,1866
O=C1CC(N2C(=O)/C(=C/C=C/c3ccccc3)SC2=S)C(=O)N1c1ccccc1 (stereo unspecified),1561,1994
Cc1nn(CC(=O)OCC(=O)Nc2ccccc2[N+](=O)[O-])c(C)c1[N+](=O)[O-],1851,1849
Cc1nn(-c2ccccc2)c2sc(-c3n[nH]c(=S)o3)cc12,1649,1819
CN(C)c1cccc(C(=O)Nc2cc(C(F)(F)F)ccc2-n2cnc3ccccc32)c1,1903,1962
CC(c1ccccc1)N(NC(=O)C(O)(c1ccccc1)c1ccccc1)C(=O)c1ccccc1 (stereo unspecified),1544,1623

# More structures:
SMILES,SRC3 TRFRET art,SRC1 TRFRET art
CCOC(=O)c1c(NC(=O)CN2CCCCC2)sc(C)c1C,1638,1603
N=C1C(c2nc(-c3cccc([N+](=O)[O-])c3)cs2)=C(O)CN1NC(=O)c1ccco1,1379,1688
CCOC(=O)n1c(=O)n(C)c2ccc(Cl)cc21,1354,1737
Cc1cc(S(=O)(=O)n2cnc3cc([N+](=O)[O-])ccc32)ccc1Cl,1542,1697
COc1ccccc1-n1cnc2c(c1=O)c1nc3ccccc3nc1n2CCc1ccccc1,1588,1758
COc1cc2c(cc1NC(=O)C(C)Sc1ccc(NC(C)=O)cc1)oc1ccccc12 (stereo unspecified),1261,1481
CC(C)c1ccc2c(c1)[C@H]1OCC[C@H]1[C@@H](c1cccs1)N2,1456,1707
COc1cc(CCC(=O)OCC(=O)NC(=O)c2ccc(Cl)cc2)cc(OC)c1OC,1604,1693
O=C(Nc1ccc(S(=O)(=O)NCc2ccccc2)cc1)c1ccccc1[N+](=O)[O-],1557,1850
O=C(c1ccco1)N(Cc1cccc([N+](=O)[O-])c1)c1ccc(Br)cc1,1497,1799
Cc1ccc(S(=O)(=O)Nc2ccc(O)c(Sc3ncn[nH]3)c2)cc1,1754,1792
CN(C(=O)CCN1C(=O)C2C3C=CC(C3)C2C1=O)c1ccccc1 (stereo unspecified),1593,1869
Nc1nonc1C(=O)NCCNc1ncccc1[N+](=O)[O-],1481,1900
O=C(c1cc2ccccc2o1)N1CCN(S(=O)(=O)/C=C/c2ccccc2)CC1,1660,1796
CC(C)=CCN1CCN(Cc2cc(F)ccc2-n2nc(C)cc2C)CC1CCO (stereo unspecified),1521,1550
COc1ccc(C2=NN(c3nc(-c4ccccc4)c(CC(=O)O)s3)C(c3ccco3)C2)cc1 (stereo unspecified),2153*,2061
CCN1CCCC1CNC(=S)Nc1ccc(C(C)=O)cc1 (stereo unspecified),1574,1842
COc1ccc(CN2CCN(Cc3cccn3-c3ncccn3)CC2CCO)c(C)c1C (stereo unspecified),1478,1663
CC(=O)c1cccc(-n2nnnc2SCC(=O)NNC(=O)C(C)C)c1,1817,1883
O=C(c1cc(Br)ccc1Cl)N1CCCC1,1442,1676

# Exported with two lines to a compound: part of the list above.
# Values in the order: SRC3 TRFRET art, SRC1 TRFRET art
CCOC(=O)n1c(=O)n(C)c2ccc(Cl)cc21
 : 1354, 1737
Cc1cc(S(=O)(=O)n2cnc3cc([N+](=O)[O-])ccc32)ccc1Cl
 : 1542, 1697
COc1ccccc1-n1cnc2c(c1=O)c1nc3ccccc3nc1n2CCc1ccccc1
 : 1588, 1758
COc1cc2c(cc1NC(=O)C(C)Sc1ccc(NC(C)=O)cc1)oc1ccccc12 (stereo unspecified)
 : 1261, 1481
CC(C)c1ccc2c(c1)[C@H]1OCC[C@H]1[C@@H](c1cccs1)N2
 : 1456, 1707
COc1cc(CCC(=O)OCC(=O)NC(=O)c2ccc(Cl)cc2)cc(OC)c1OC
 : 1604, 1693
O=C(Nc1ccc(S(=O)(=O)NCc2ccccc2)cc1)c1ccccc1[N+](=O)[O-]
 : 1557, 1850

# (continued)
SMILES,SRC3 TRFRET art,SRC1 TRFRET art
Cc1cc(Oc2ccc(Br)cc2)nc(SCC(=O)c2ccccc2)n1,1447,1693
O=C(NC(Cc1c[nH]c2ccccc12)C(=O)NCc1ccc(F)cc1)OCc1ccccc1 (stereo unspecified),1580,1695
CC1CC(C)CN(C(=O)Nc2ccc(Br)cc2)C1 (stereo unspecified),1449,1772
Cc1cc(C)n2nc(SCC(=O)N(CC(C)C)c3c(N)n(CC(C)C)c(=O)[nH]c3=O)nc2n1,1598,1961
CCCCC(CC)CNC(=O)C(Cc1ccccc1)NS(=O)(=O)c1ccc2c(c1)CCC(=O)N2 (stereo unspecified),1712,1783
C=CCNc1nc(NC(C)(C)CO)nc(OCC)n1,1562,2047
Cc1cc(C)n(-c2nc3ccccc3c3nc(C)nn23)n1,1545,1681
O=C(c1cccnc1)N1c2ccccc2Sc2ccccc21,1555,1812
Cc1ccsc1/C=N/NC(=O)c1ccncc1,1595,1914
COC(=O)NNC(=O)c1ccccc1OC,1529,1853
CN(C)c1ccc2c(c1)OC(N)=C(C#N)C2c1cccc(F)c1 (stereo unspecified),1597,1741
COc1ccccc1NC(=O)c1c(N=Cc2ccccc2O)cnn1C,1438,1763
Cc1ccc(C(=O)N/C(=C\c2sccc2C)C(=O)NCc2ccncc2)cc1,1574,1570
CC(=O)Nc1ccc(S(=O)(=O)N2CCN=C2SCc2cccnc2)cc1,1445,1901
COc1ccc(S(=O)(=O)N2CCN(C)CC2)c2ccccc12,1528,1761
Cc1ccccc1NC(=O)c1c(C)[nH]c(=S)c(C#N)c1-c1ccco1,1335,1572
CCC(=O)OCCNc1nc(-c2ccccc2)nc2ccccc12,1513,1825
Cc1cc(C2N=C(N)Nc3nc4ccccc4n32)c(C)n1-c1ccccc1Cl (stereo unspecified),1559,1976
CCOC(=O)c1sc(NC(=O)c2ccc(S(=O)(=O)N3CCCCC3)cc2)nc1-c1ccccc1,1625,1786
N#C/C(=N\O)c1nc2ccccc2s1,1700,1645
CSc1ncccc1C(=O)Nc1ccc(S(=O)(=O)Nc2nccs2)cc1,1563,1966
COc1cc(-n2c(C)nc3cc(C(=O)O)ccc32)cc(OC)c1OC,2011,1924
O=C(CN1CCC(NC(=O)c2ccccc2Cl)CC1)NCc1ccco1,1388,1542
C(=N\N1CCOCC1)/c1cn(-c2ccccc2)nc1-c1ccccc1,1712,1578
O=C(c1ccco1)N1CCN(c2c([N+](=O)[O-])nn(-c3ccc(Cl)cc3)[n+]2[O-])CC1,1509,1609
Cc1cc(NC(=O)CSc2nc(C(C)(C)C)nc3ccccc23)no1,1551,1896
Cc1cccc(N2C(=O)CC(n3ccnc3)C2=O)c1C (stereo unspecified),1678,1855
Cc1ccc(NC(=O)C2CCN(S(=O)(=O)c3ccccc3)CC2)cc1,1680,1797
COc1cc(/C=N\NC(=O)c2ccc(C)nc2)ccc1OC(=O)c1ccco1,1476,1902
Cc1cc(C(=O)Nc2nc(-c3ccccn3)cs2)ccc1[N+](=O)[O-],1648,1843
O=C(Nc1cccc(S(=O)(=O)N2CCOCC2)c1)C(c1ccccc1)N1CCCCC1 (stereo unspecified),1370,1385
O=C(C[n+]1cnn(CC(=O)c2ccc(Cl)cc2Cl)c1)c1ccc([N+](=O)[O-])cc1,1371,1579
COCCN=C1NN=C(c2cc(C)n(CC3CCCO3)c2C)CS1 (stereo unspecified),1690,2055
S=C(NCc1ccc(Cl)cc1)NN1CCOCC1,1558,1620
Cc1c(C=O)c(=O)n(-c2ccccc2)n1C,1694,1861
O=C(N/N=C/C1CC=CCC1)c1ccc(O)cc1O (stereo unspecified),1463,2043
COc1cc(/C=N/N(C)C)ccc1OC(=O)c1cccs1,1715,1723
CCCC(=O)Nc1ccc(C(=O)NCc2ccccn2)cc1,1418,2055
COc1ccc2[nH]c(C)c(CCNC(=S)Nc3ccc(F)cc3)c2c1,1516,1891
Cc1nc2ccccc2cc1C(=O)N/N=C/c1ccco1,1407,1548
O=c1c2ccccc2nc2c3ccccc3c(NCc3cccnc3)nn12,1520,1928
CC(Nn1cnnc1)c1cc(Cl)ccc1O (stereo unspecified),1562,1602
O=C(N/N=C\c1cccc(Cl)c1)c1ccc(Cn2cccn2)o1,1592,1642
CCc1ccc(NC(=O)c2ccc3c(c2)C(=O)N(CCOC)C3Nc2ccc(CC)cc2)cc1 (stereo unspecified),1495,1908
